ERa SRC1 pot: enhances coactivator binding to human estrogen receptor alpha; P03372; TR-FRET ERalpha-LBD/SRC-Cy5 coactivator binding, 2 h; 100 = basal binding, no effect; coactivator binding (% of control), % at 25.6 µM; 86,000 compounds, 1.3% hits; in the data active = activity above about 200%;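 also: binding measured in presence of low estradiol as agonist stimulus; 0% = peptide alone without receptor and 100% = receptor with peptide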
Calb biofilm kill: kills Candida albicans biofilms | C. albicans biofilm + clotrimazole, Alamar Blue | inhibition, % at 6 µM | 85,000 compounds, 0.14% hits | AID 834;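 active = inhibition above 20%; inactive = inhibition below 20%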;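 also: preformed 24 hr biofilms exposed to compound for 48 hr; 0% = biofilm without compound and 100% = blank killed by clotrimazole plus chlorhexidine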
sEH inhibitor: blocks human soluble epoxide hydrolase activity; recombinant human sEH enzymatic activity assay; 91,000 compounds, 0.34% hits; P34913; inhibition, % at 2 µM; in the data active = inhibition above about 80%; also: values of inactives mirror those of a sister screen read the other way; many of its hits are not listed in these tables
Target sequence (P34913 whole entry, looked up): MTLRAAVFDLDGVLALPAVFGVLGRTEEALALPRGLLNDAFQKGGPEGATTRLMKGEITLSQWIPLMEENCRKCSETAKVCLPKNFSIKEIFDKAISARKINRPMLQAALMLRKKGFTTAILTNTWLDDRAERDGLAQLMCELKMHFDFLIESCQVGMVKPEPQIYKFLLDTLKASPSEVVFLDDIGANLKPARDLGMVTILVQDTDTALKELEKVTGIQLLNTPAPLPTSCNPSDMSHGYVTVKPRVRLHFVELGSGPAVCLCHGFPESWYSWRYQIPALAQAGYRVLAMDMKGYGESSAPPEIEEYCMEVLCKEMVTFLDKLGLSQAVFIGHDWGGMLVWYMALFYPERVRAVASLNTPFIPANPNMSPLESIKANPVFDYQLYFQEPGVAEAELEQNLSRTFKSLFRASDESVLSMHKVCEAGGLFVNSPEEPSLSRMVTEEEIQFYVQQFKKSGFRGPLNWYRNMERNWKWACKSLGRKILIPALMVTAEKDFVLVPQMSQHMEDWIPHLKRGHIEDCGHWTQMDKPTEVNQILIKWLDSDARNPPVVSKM
MT1-MMP txn act: activates MT1-MMP transcription | 86,000 compounds, 0.16% hits | HT1080 MT1-MMP promoter luciferase reporter, luminescence, overnight; active compounds read high | activation factor at 10 µM | AID 750;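 active = activation factor of at least 2 for MT1-MMP transcription at 10 µM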
Mac1 fbg inh: inhibitors of human CD11b/CD18 binding to fibrinogen; AID 1497; 93,000 compounds, 0.54% hits; K562 CD11b/CD18 adhesion to fibrinogen, ATPlite luminescence; Mn2+ added to activate the integrin; inhibition, % at 10 µM; P05107+P11215;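 active = primary inhibition of 50% or more at 10 µM, then 40% or more on retest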; also: some results filed as inactive read as strong as hits
Mac1 fbg enh: increases human CD11b/CD18 adhesion to fibrinogen | P05107+P11215 | K562 CD11b/CD18 adhesion to fibrinogen, ATPlite luminescence | activation, % at 10 µM | 93,000 compounds, 0.07% hits | AID 1499;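 active = 10 µM primary screen giving 50% or more activity, confirmed by 40% or more on retest at that dose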; also: strong numbers were not always called active; reference of the scale not given here
sEH activator: increases human soluble epoxide hydrolase activity; P34913; purified human sEH enzymatic activity, activator screen; activation, % at 2 µM; 91,000 compounds, 0.04% hits; in the data active = activation above about 37%; also: values of inactives mirror those of a sister screen read the other way
ERb coact inh: ER-beta (human) coactivator binding inhibition. Q92731. TR-FRET ER-beta LBD / SRC1-Cy5 peptide binding; receptor agonist-loaded with 1 µM estradiol. inhibition, % at 25.6 µM. 86,000 compounds, 1.3% hits;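 active = compounds whose percent inhibition of the receptor-coactivator binding signal exceeds about 50% in the single-dose screen, limit read from the data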;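 also: 0% = receptor plus peptide wells without compound and 100% = peptide-only wells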
Smad3 inh: blocks human Smad3 binding to FoxH1 peptide | TR-FRET Smad3/Dy647-FoxH1 peptide binding, europium anti-His | 88,000 compounds, 0.29% hits | AID 630 | inhibition, % at 25 µM;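 active = compounds that reduce the energy-transfer binding signal between the protein and its labelled peptide by more than half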;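 also: 0% = Smad3 plus labelled peptide maximal FRET and 100% = peptide-only background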
Target sequence (P84022 whole entry, looked up): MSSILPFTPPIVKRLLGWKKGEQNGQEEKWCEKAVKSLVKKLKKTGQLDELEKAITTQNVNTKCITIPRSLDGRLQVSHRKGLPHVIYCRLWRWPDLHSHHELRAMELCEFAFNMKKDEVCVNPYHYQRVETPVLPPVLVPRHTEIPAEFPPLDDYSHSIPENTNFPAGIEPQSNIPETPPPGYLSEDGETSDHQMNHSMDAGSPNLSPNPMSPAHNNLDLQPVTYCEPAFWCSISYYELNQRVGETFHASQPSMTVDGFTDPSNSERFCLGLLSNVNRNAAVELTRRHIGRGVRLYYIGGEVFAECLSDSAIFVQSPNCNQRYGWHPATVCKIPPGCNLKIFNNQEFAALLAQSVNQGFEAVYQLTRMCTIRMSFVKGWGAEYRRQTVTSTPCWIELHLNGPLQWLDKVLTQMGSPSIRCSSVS
Numbers without * were called inactive; x = no result given; [ ] = remark or other dose.

SMILES	ERa SRC1 pot	Calb biofilm kill	sEH inhibitor	MT1-MMP txn act	Mac1 fbg inh	Mac1 fbg enh	sEH activator	ERb coact inh	Smad3 inh
N#C/C(=C/c1ccc(N2CCOCC2)o1)c1nc2ccccc2[nH]1	99[fluorescence artefact?]	6	20	0.6	x	x	-17	-10[fluorescence artefact?]	17
Cc1ccc2nc(NC(=O)COC(=O)c3ccco3)sc2c1	97	10	-9	1.2	6	3	7	7	-6
CC(C)CCN1C(=O)CCC1(C)C(=O)NC1CCCCCCC1 (stereo unspecified)	108	9	-12	1.2	-2	-2	11	-10	29[fluorescence artefact?]
O=C(CSc1nnc(-c2ccc(Cl)s2)o1)N1CCOCC1	103	4	-10	1.4	4	2	11	-8	7
O=C1c2ccccc2S(=O)(=O)N1CC(O)COc1ccc(Cl)cc1 (stereo unspecified)	116[fluorescence artefact?]	7	x	1.2	4	-1	x	-9	7
Cc1cc(Cl)c(S(=O)(=O)N(C)C)cc1OCC(N)=O	103	6	1	1.2	x	x	1	38	-1
CC1(C2(O)CC(c3ccccc3)ON2)CCCCC1 (stereo unspecified)	94	1	-14	1.2	1	-2	12	-5	13
CC(NC(=O)c1cccc(F)c1)C(c1cccs1)N1CCN(C)CC1 (stereo unspecified)	118	3	1	1.1	15	10	-2	-6	1
CC(=O)c1c(C)nc2ccccc2c1N	119	9	6	1.2	-10	0	-4	-7	17
Cc1csc(NC(=O)c2cc(C)oc2C)n1	100[fluorescence artefact?]	5	11	1.3	9	-2	-8	-1	2
CC(=O)SCCC(=O)Nc1ccccc1	109[fluorescence artefact?]	-1	14	1.1	-13	-3	-11	-7	6[fluorescence artefact?]
Cn1c(=N)n(CC(=O)C(C)(C)C)c2ccccc21	94[fluorescence artefact?]	-1	x	1.4	-21	-2	x	6[fluorescence artefact?]	-10
COCCNC(=O)CN(C)S(=O)(=O)c1ccc2c(c1)OCCO2	132	-5	-9	1.1	-8	-3	7	-2	5
CCOC(=O)c1c(C)oc2ccc(OCC(=O)C(C)(C)C)cc12	103	11	8	1	8	-1	-5	8	10
Cc1cnc(C(=O)Nc2ccccc2-c2nnn(CC(=O)NC3CCCC3)n2)cn1	110[fluorescence artefact?]	8	9	1.2	4	0	-8	23	9[fluorescence artefact?]
CCSc1nnc(NC(=O)c2csc(C)c2)s1	120	7	3	1.4	-24	41	0	2	9[fluorescence artefact?]
Cc1cc(OCC(=O)Nc2ccc(N3CCN(C(=O)c4ccco4)CC3)cc2)cc(C)c1Cl	x	x	40	x	-1	67	-40	x	x
CN(CC(=O)NCCC1=CCCCC1)S(=O)(=O)c1ccc2c(c1)CCC(=O)N2	120[fluorescence artefact?]	-3	11	1.1	-7	0	-11	0	-3
O=C(Nc1ccc(N2CCOCC2)cc1)c1ccc(Cl)nc1	66[fluorescence artefact?]	-2	10	1.3	-13	1	-10	24	4
O=C(COCC(=O)Nc1cccc(C(F)(F)F)c1)Nc1cccc(C(F)(F)F)c1	x	x	-3	x	9	-4	4	x	x
COc1ccc(S(=O)(=O)N2CCC[C@H]2C(=O)NC2=NCCS2)cc1	111[fluorescence artefact?]	8	-23	1.1	x	x	25	-15	-7
COc1ccc(CCNc2cc(-c3ccccc3)nc3ncnn23)cc1	93[fluorescence artefact?]	9	16	1	x	x	-15	-12	-6
O=C(O)CCNC(=O)c1cncc(Br)c1	107	3	9	1.3	-8	1	-14	1[fluorescence artefact?]	2
COc1ccc(C(=O)NNC(=O)CSc2nnc(COc3ccc4ccccc4c3)n2C)cc1	x	x	-2	x	-15	-3	3	x	x
CC(=O)N1CCC2(CC1)C(C#N)=C(N)Oc1n[nH]c(C)c12	108[fluorescence artefact?]	8	x	1.1	-10	2	x	-30	5[fluorescence artefact?]
Cc1ccc(S(=O)(=O)/C(C#N)=C/c2c(N3CC(C)OC(C)C3)nc3ccccn3c2=O)cc1 (stereo unspecified)	85	6	5	1.1	x	x	-3	0	17
CC(C(=O)NC1=NCCS1)(C(F)(F)F)C(F)(F)F	106	1	3	1.2	-45	4	-2	-6	5
O=C(Nc1cccc2ncccc12)c1ccc2c(c1)OCCO2	85[fluorescence artefact?]	8	8	1.2	-21	0	-8	6	1
c1ccc(Nc2nc(N3CCCC3)nc(N3CCCC3)n2)cc1	94	3	5	1	1	-3	-5	-5	-16
O=c1cc(C(F)(F)F)[nH]c(=O)n1C1CCCCC1	x	x	-10	x	12	5	13	x	x
Cc1ccc(C2C(=O)N(C3CCCC3)CC(=O)N2C2CCCCC2)cc1 (stereo unspecified)	110	7	1	1.1	-17	-2	-4	-5[fluorescence artefact?]	1
COc1ccccc1N1CCN(C(=O)COc2ccc(Cl)cc2)CC1	109	1	x	1.1	-17	1	x	-11	-1
CCc1c(O)nc(SCC(=O)N2CCCCC2)n(-c2ccccc2C)c1=O	106	7	-10	1.1	-12	-3	12	-4	-8
COc1ccc(N2CCN(Cc3cc(=O)oc4cc5c(cc34)CCCC5)CC2)cc1	108[fluorescence artefact?]	4	0	1.1	-12	42	1	6[fluorescence artefact?]	8
COc1ccc(CCNS(=O)(=O)c2ccc(S(=O)(=O)N3CCCC3)cc2)cc1OC	108[fluorescence artefact?]	5	12	1.1	-14	-2	-10	88*[fluorescence artefact?]	-9
CCOC(=O)C(NCCCCl)c1ccccc1 (stereo unspecified)	89	5	-3	1.2	-16	-4	4	0	13
Cc1ccc(CSc2nc3ccncc3[nH]2)cc1	100	6	-6	x	101*	-10	4	-6	5
O=c1c(-c2ccnn2-c2cccc(Cl)c2)cnc2n1CCS2	97	-2	-5	1.2	-1	-1	5	-5	10
O=C(C1Cc2ccccc2CN1S(=O)(=O)c1cccs1)N1CCCCC1 (stereo unspecified)	86	-2	-9	1.1	-10	2	7	4	-13
Cc1noc(C)c1C(=O)N1CCCc2ccccc21	97[fluorescence artefact?]	6	-5	1.1	5	-4	8	-17	19[fluorescence artefact?]
NC(=O)CSc1nnc(-c2ccc(S(=O)(=O)N3CCCC3)cc2)o1	109	2	-7	1.1	x	x	12	-26	-3
O=C(COc1ccc(Br)cc1)NCc1ccccn1	112[fluorescence artefact?]	1	-8	1	-17	-3	3	0[fluorescence artefact?]	8
Cc1ccc2oc(=O)c3cnn(CC(=O)NCCC(C)C)c3c2c1	105	1	x	1.1	-2	-6	x	6[fluorescence artefact?]	5
COc1ccc(-c2cc(C(F)F)n3ncc(C(=O)N4CCSCC4)c3n2)cc1	90	6	-6	1	2	-3	5	-3	-9
O=C(Cc1ccccc1)NCC1CCCO1 (stereo unspecified)	106	0	-21	1.1	-3	-4	15	25	-9
Cc1csc(NC(=O)Cc2coc3cc(C)c(C(C)C)cc23)n1	96	-3	-16	1.1	26	-2	16	-13	-15
Cc1nnc(SCCN2C(=O)c3ccccc3C2=O)[nH]c1=O	102	-1	-3	1.1	-10	-6	2	-2	2
CCOCCCN1C(=O)C(O)=C(C(C)=O)C1c1cccs1 (stereo unspecified)	94	4	12	0.9	x	x	-9	0	5
O=c1c2[nH]c3ccc(Cl)cc3c2ncn1Cc1ccccn1	120[fluorescence artefact?]	1	-6	1.2	-2	8	10	7	10
COC(=O)C1=C(C)N(C2CCCC2)C(=O)C1(NC(C)=O)C(F)(F)F (stereo unspecified)	101	8	-5	0.9	48	-7	6	-17	0

Next results
SMILES	ERa SRC1 pot	Calb biofilm kill	sEH inhibitor	MT1-MMP txn act	Mac1 fbg inh	Mac1 fbg enh	sEH activator	ERb coact inh	Smad3 inh
CCOC(=O)C1CCN(Cc2cnc(NC(=O)OC)s2)CC1	120	5	6	1.1	-22	-2	-4	1	2
O=C(Nc1ccccn1)C12CC3CC(C1)CC(C(=O)Nc1ccccn1)(C3)C2	108	8	-14	1.2	14	-3	13	-4[fluorescence artefact?]	3[fluorescence artefact?]
CN(C)CC(C)(C)CNC(=O)C1CCN(Cc2ccccc2O)CC1	163	6	-14	1.1	2	-1	12	-2[fluorescence artefact?]	8
CC1CCN(C(=O)CSc2nnc(-c3cccnc3)n2C2CCCCC2)CC1	112[fluorescence artefact?]	5	-4	1.1	0	0	2	0[fluorescence artefact?]	4[fluorescence artefact?]
CS(=O)(=O)NC1CCN(Cc2ccccc2)CC1	90	6	0	1.1	-2	4	3	7	9
COc1ccc(NC(=O)CNS(=O)(=O)c2cccs2)c(OC)c1	102	5	-10	1.2	16	-3	10	4[fluorescence artefact?]	3
CC(=O)Nc1ccc(C(=O)CSc2nnc(Cc3ccccc3)o2)cc1	134	7	-11	1	9	3	13	-2	5
CC1CN(C(=O)c2ccc3c(c2)OCO3)CC(C)O1 (stereo unspecified)	107	0	6	1.1	-27	7	-8	-4	-1
O=C1CC(C(=O)Nc2ccccc2)N=C(N2CCCCC2)N1 (stereo unspecified)	107	5	-10	1.1	3	-3	16	-33	-1
O=C(NC(=S)N1CCN(c2c(Cl)cccc2[N+](=O)[O-])CC1)c1cccs1	x	x	2	x	8	-1	-1	x	x
O=C(Nc1ccc(F)cc1)N(CCCN1CCOCC1)Cc1cc2cc3c(cc2[nH]c1=O)OCCO3	97	10	-11	1.1	8	2	9	1	-2
C=C(C)c1cccc(C(C)(C)NC(=O)N2CCC(C)CC2)c1	108	-1	14	1.1	-31	-1	-15	-4[fluorescence artefact?]	-6
O=C1C2C3C=CC([C@@H]2C(=O)N1C1CCCCC1)[C@H]1C(=O)N(C2CCCCC2)C(=O)C31 (stereo partly specified)	111	-1	-4	1.2	9	0	8	-2	1
CC1=C(C(=O)NCc2ccccn2)C2(CCC(C)CC2)OC1=O (stereo unspecified)	108	2	-21	1.1	2	1	21	-8	3
CCOc1ccc(C(=O)/C=C/c2ccccc2C(F)(F)F)cc1	x	x	3	x	-7	2	0	x	x
COCCCn1c(-c2ccc(S(=O)(=O)N3CCOCC3)cc2)csc1=Nc1ccccc1	124	6	3	1.1	2	-4	-2	9[fluorescence artefact?]	18[fluorescence artefact?]
O=c1[nH]nc(CSCc2ccccc2Cl)[nH]1	125	0	-4	1	1	-2	10	-10	2
C=CCn1c(NCc2ccccc2)nc2ccccc21	114	0	-14	1.3	x	x	14	16[fluorescence artefact?]	-5
O=C(Nc1nnc(-c2ccccc2)o1)c1nc2ccccc2s1	100	-1	x	1	x	x	x	0	9
Cn1c(=O)c2c(SC3CCCC3)nc(C3CC3)nc2n(C)c1=O	93	4	x	1.1	-10	3	x	-3[fluorescence artefact?]	16[fluorescence artefact?]
COC(=O)c1ccc(N(C(=O)c2ccco2)C(C(=O)NC2CCCC2)c2ccco2)cc1 (stereo unspecified)	100	1	-15	1.3	x	x	18	-3	5
Cc1cc(C(=O)NN)c2cc(Br)ccc2n1	96	10	-3	1	-8	1	5	0	-8
CCN1CCN(CC(=O)Nc2sc3c(c2C#N)CCC(C)C3)CC1 (stereo unspecified)	107	-3	6	1.1	0	-4	-4	-6	12
CS(=O)(=O)N1CCC(NC(=O)Cc2ccccc2)CC1	12[fluorescence artefact?]	-1	-8	1	-40	0	8	0	-15

Compound activity: PubChem, several laboratories

These rows are one share of the data; rates above refer to the full screens.
